HTT cytoprotect = Huntington cell model cytoprotection by ATP luminescence | PC12 HTT-Q103 induced, cytoprotection, ATP luminescence, 40 h | Potency, µM (titrated, usually from 56.4 µM), for the others: cytoprotection (ATP increase), hits mostly activators | 230,000 tested, 0.14% active;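 also: % of control where 0% means no effect; nearly all actives have a fitted effect of over 45% in size; toxic huntingtin expression switched on by the ecdysone agonist tebufenozide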
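PC12 cells with ecdysone-inducible HTT exon 1 Q103-GFP, induced with 100 nM tebufenozide and co-treated with library compounds in a dose series (1536-well, 1500 cells/well). Cytoprotection read as ATP content by ATPlite luminescence.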
GAA glycogen = inhibitors or activators of human alpha-glucosidase glycogen cleavage; AID 2100; Potency, µM (series often up to 76.4 µM), for the others: at the highest dose activity change, negative = inhibition, hits mostly inhibitors; recombinant GAA, glycogen substrate, Amplex Red glucose oxidase fluorescence; 300,000 tested, 0.38% active;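 also: 0% = full enzyme reaction and -100% = no-enzyme basal signal; the screen sought inhibitors and activators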
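Natural-substrate format: glycogen cleavage by 4 nM human enzyme, glucose read by Amplex Red coupling (Ex 573, Em 610 nm). Normalized to enzyme and no-enzyme controls.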
Tau ThT inhib = inhibitors of human tau fibril formation, thioflavin T binding. 270,000 tested, 2.1% active. P10636. Potency, µM (titrated, usually from 57.4 µM), inactives show at the top dose activity, negative = inhibition, actives largely listed as inhibitors. recombinant tau K18 P301L, heparin-induced fibrillization, ThT fluorescence. AID 1460; also: % is scaled to controls: 0 for no effect and ±100 for the full control effect; nearly all actives have a fitted effect of over 55% in size
Target sequence (P10636 561-689 P618L limits assumed): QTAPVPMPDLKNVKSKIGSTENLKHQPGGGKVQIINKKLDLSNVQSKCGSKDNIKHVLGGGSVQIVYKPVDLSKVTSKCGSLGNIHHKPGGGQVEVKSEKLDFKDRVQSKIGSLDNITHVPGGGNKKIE
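Using a mix of unlabeled (15 uM) and Alexa 594-labeled (0.24 uM) tau K18 P301L, heparin-triggered fibrillization over 6 hr at 37 C was scored by ThT fluorescence.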
aGal spleen mod = inhibits or activates alpha-galactosidase in human spleen homogenate. P06280. human spleen homogenate, 4MU-alpha-Gal fluorescence, 40 min. Potency, µM (titrated, usually from 80 µM), for the others: at the highest dose activity change, negative = inhibition, usual class: inhibitors. 240,000 tested, 0.008% active;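 also: 0% = enzyme with vehicle and -100% = no enzyme basal signal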
Target sequence (P06280 32-429 limits assumed): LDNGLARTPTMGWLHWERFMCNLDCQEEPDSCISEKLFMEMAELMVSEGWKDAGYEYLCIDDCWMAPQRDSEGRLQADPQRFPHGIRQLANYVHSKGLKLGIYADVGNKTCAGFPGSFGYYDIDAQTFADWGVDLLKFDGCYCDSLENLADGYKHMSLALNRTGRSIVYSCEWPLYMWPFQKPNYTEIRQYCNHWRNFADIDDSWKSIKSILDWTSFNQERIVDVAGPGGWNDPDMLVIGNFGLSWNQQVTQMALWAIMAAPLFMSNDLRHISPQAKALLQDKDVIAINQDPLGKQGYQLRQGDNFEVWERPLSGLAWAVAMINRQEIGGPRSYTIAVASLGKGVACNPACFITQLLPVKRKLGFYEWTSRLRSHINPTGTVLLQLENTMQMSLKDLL
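Human spleen homogenate (1 ug) as enzyme source, 4-methylumbelliferyl-alpha-D-galactopyranoside 1 mM final, citrate/phosphate pH 5.0 with 0.01% Tween-20. Compounds 40 min at 37C, NaOH/glycine stop; fluorescence Ex 365/Em 440, Hill-fit AC50.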
aGlu spleen mod = inhibits or activates alpha-glucosidase in human spleen homogenate; P10253; Potency, µM (series often up to 79.9 µM), for inactives: at the top dose activity change, negative = inhibition, hits mostly inhibitors; AID 2112; human spleen homogenate, 4-MU-alpha-glucoside fluorescence; 240,000 tested, 0.006% active;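 also: 0% = enzyme with vehicle and -100% = no enzyme basal signal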
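Enzyme source: human spleen homogenate, 1 ug/well. Buffer 50 mM citric acid/K phosphate pH 5.0, 0.01% Tween-20. 4-MU-alpha-glucoside 1 mM; 37 C x 40 min; NaOH/glycine stop; fluorescence.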
Tau fluor counter = counter-screen for tau fibril formation inhibitors; AID 1463; tau K18 P301L Alexa594 fluorescence, heparin fibrillization; Potency, µM (series often up to 57.7 µM), for the others: top-dose activity change, negative = decrease; 280,000 tested, 0.93% active; also: % is scaled to controls: 0 for no effect and ±100 for the full control effect; nearly all actives have a fitted effect of over 55% in size
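Human tau K18 P301L (15 uM unlabeled, 0.24 uM Alexa 594-labeled) in 100 mM sodium acetate pH 7 with 20 uM heparin, 6 hr at 37 C. ThT 30 uM added, 1 hr ambient; Alexa 594 FP and total fluorescence read at 555/632 nm.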
Tau fibril FP = blocks human tau fibril formation measured by polarization; AID 1468; K18 P301L tau heparin fibrillization, Alexa594 FP, 6 h; Potency, µM (top dose mostly 57.7 µM), without a hit: at the top dose activity, negative = inhibition, usual class: inhibitors; 280,000 tested, 0.39% active; also: % is scaled to controls: 0 for no effect and ±100 for the full control effect; nearly all actives have a fitted effect of over 55% in size
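FP of Alexa 594-tau after heparin (20 uM) induction. Substrate: human K18 P301L, 15 uM unlabeled, 0.24 uM labeled. Buffer 100 mM sodium acetate pH 7. 6 hr, 37 C.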
GAA inh = alpha-glucosidase (human) inhibition; Potency, µM (doses to about 76.9 µM), without a hit: at the highest dose activity change, negative = inhibition, hits mostly inhibitors; purified human GAA, 4-MU-alpha-glucoside fluorescence; 200,000 tested, 0.005% active;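 also: plate controls were uninhibited enzyme wells for no effect and no-enzyme background for full effect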
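Enzyme (4 nM final) mixed with compound (up to 77 uM), then 4-MU-alpha-D-pyranoside (400 uM final) added; 20 min at room temperature, pH 5.0. Reaction stopped at pH 10, fluorescence read, AC50 derived by Hill fit.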
* hit, by the source's call; ? = inconclusive; nt = not tested or not shown; [ ] = dose if it differs, or a comment. Calls follow the shape of the dose curve; as a rule, active = well fitted curve in the direction sought with a large enough effect; inconclusive = small, poorly fitted or top-dose-only effect, or another doubt; inactive = no such curve, though single readings can be large; an effect the other way counts as inactive or inconclusive. Potency is read from the fitted curve at half-maximal effect.

SMILES | HTT cytoprotect | GAA glycogen | Tau ThT inhib | aGal spleen mod | aGlu spleen mod | Tau fluor counter | Tau fibril FP | GAA inh
Cc1cc(N/N=C/c2c[nH]c3ccccc23)c2ccccc2n1 | 35%[10 µM] | ? | -12% | 2% | 3% | -24% | -3% | -13%
NC(=O)COC(=O)c1c2c(nc3ccccc13)CCCC2 | -26% | 4% | -8% | 2% | 0% | -8% | -4% | 5%
COc1ccc(CCNC(=O)COC(=O)/C=C/c2ccc(OCC#N)c(OC)c2)cc1 | 0%[10 µM] | 15% | -9% | 7% | 9% | -6% | -3% | 11%
CC(C)(C)Nc1nc(Cl)nc(NC(C)(C)C)n1 | -20%[10 µM] | 12% | 4% | -4% | -4% | 2% | 4% | 0%
Cn1nc(-c2ccccc2)cc1NC(=O)c1cccs1 | 24%[10 µM] | 11% | 2% | -6% | -1% | -1% | -5% | nt
COc1ccc(N2CCN(c3nc4c(c(=O)[nH]c(=O)n4C)n3Cc3cccc(C)c3)CC2)cc1 | -25%[10 µM] | -6% | 5% | 6% | 1% | 0% | 3% | 7%
CC1=NN(C(=O)c2cc(C)nn2C)C(O)(C(F)(F)F)C1 (stereo unspecified) | nt | -4% | 5% | 5% | 2% | 11% | 6% | -11%
CCCc1c(O)nc(SCCN(CCC)CCC)[nH]c1=O | -12% | -8% | 3% | 14% | 3% | -7% | -7% | -8%
O=C1CN(C(=O)CSc2nc3ccccc3c(=O)n2Cc2ccc(F)cc2)c2ccccc2N1 | -18%[10 µM] | -6% | -8% | 7% | 6% | -12% | 0% | 4%
CC(C)C(NC(=O)c1ccco1)C(=O)NCC(c1ccco1)N1CCCCC1 (stereo unspecified) | -14% | 6% | -10% | 3% | -2% | -6% | -3% | 8%
Cc1cc(C(C)(C)C)nc2[nH]n(-c3ccccc3)c(=O)c12 | -14% | ? | -25% | -2% | -18% | -9% | 2% | -8%
CCN(CC)CCNC(=O)NC(=O)c1ccc(Cl)cc1 | nt | 2% | 6% | 1% | 2% | 7% | 3% | -13%
COc1ccc(NC(=S)Nc2ccc(OC(F)F)cc2)cn1 | -16% | -11% | -8% | 5% | -16% | -22% | -9% | 11%
CC1(C(=O)N2CC3(CC(c4cccc([N+](=O)[O-])c4)=NO3)C[C@H]2C(=O)NCC(N)=O)CC1 (stereo partly specified) | -9% | -5% | 2% | 3% | -6% | 1% | 2% | -1%
COc1cc(C2CC(=O)c3c([nH]c(C(=O)OCCOC(C)C)c3C)C2)cc(OC)c1OC (stereo unspecified) | 9%[10 µM] | -7% | -13% | 3% | -14% | -14% | 10% | -4%

4 structures out of the list, ordered by length of the SMILES, ascending.
SMILES | HTT cytoprotect | GAA glycogen | Tau ThT inhib | aGal spleen mod | aGlu spleen mod | Tau fluor counter | Tau fibril FP | GAA inh
Cc1cc(N/N=C/c2c[nH]c3ccccc23)c2ccccc2n1 | 35%[10 µM] | ? | -12% | 2% | 3% | -24% | -3% | -13%
CC1=NN(C(=O)c2cc(C)nn2C)C(O)(C(F)(F)F)C1 (stereo unspecified) | nt | -4% | 5% | 5% | 2% | 11% | 6% | -11%
COc1cc(C2CC(=O)c3c([nH]c(C(=O)OCCOC(C)C)c3C)C2)cc(OC)c1OC (stereo unspecified) | 9%[10 µM] | -7% | -13% | 3% | -14% | -14% | 10% | -4%
CC1(C(=O)N2CC3(CC(c4cccc([N+](=O)[O-])c4)=NO3)C[C@H]2C(=O)NCC(N)=O)CC1 (stereo partly specified) | -9% | -5% | 2% | 3% | -6% | 1% | 2% | -1%

Additional entries
SMILES | HTT cytoprotect | GAA glycogen | Tau ThT inhib | aGal spleen mod | aGlu spleen mod | Tau fluor counter | Tau fibril FP | GAA inh
CCC(C)(C)n1c(=O)[nH]c2c(c1=O)CCC2 | -6% | 4% | -3% | -4% | 1% | 0% | 3% | 0%
OC(COC(c1ccc(Cl)cc1)c1ccc(Cl)cc1)CN1CCN(c2ccccn2)CC1 (stereo unspecified) | 17%[10 µM] | -17% | ? | -2% | -2% | -21% | 6% | -11%
COc1ccc(N(CC(=O)Nc2ccc(F)c(Cl)c2)S(=O)(=O)c2c(C)noc2C)cc1 | 6%[1.9 µM] | -17% | 4% | 7% | 4% | ? | ? | ?
COc1cc(C(=O)NCc2cn3ccccc3n2)cc(OC)c1OC | 4%[10 µM] | 5% | -5% | -6% | 7% | -2% | -1% | -1%
COc1ccc(CC(=O)Nc2cc3oc4ccccc4c3cc2OC)cc1 | -8%[10 µM] | -11% | ? | 4% | 0% | ? | -14% | -8%
Cc1cccc(-n2cnc(C(=O)N/N=C\c3ccc(Br)cc3)c2)n1 | -20% | 8% | ? | 6% | 7% | -7% | -5% | 2%
N#Cc1nc(-c2ccc(OCc3ccccc3)cc2)oc1NCCCn1ccnc1 | -102%[inhibitor][0.074 µM] | ? | ? | 7% | -4% | ? | ? | -13%
O=C(CCN1CCN(Cc2ccccc2)CC1)Nc1ccccc1Cl | 9%[10 µM] | -11% | -1% | 4% | -5% | 4% | 1% | 1%
S=c1[nH]nc(-c2cccnc2)n1-c1ccccc1 | -16%[10 µM] | -19% | -16% | -11% | -3% | -6% | -2% | 2%
C[C@@H](O)c1nc2ccccc2n1N | -16%[10 µM] | -8% | 1% | 1% | 1% | 3% | -6% | 0%
OC(CN1CCN(c2ccccn2)CC1)Cn1c2ccccc2c2ccccc21 (stereo unspecified) | 5%[10 µM] | -3% | ? | 5% | -19% | ? | 8% | -8%
Cc1ccc(CNS(=O)(=O)c2cn(C)cn2)cc1 | 2% | -7% | -15% | 10% | 10% | -9% | 0% | -2%
Brc1c(OCCOCCn2cncn2)ccc2ccccc12 | 22%[1.9 µM] | 1% | ? | -1% | -2% | -9% | 2% | -5%
CS(=O)(=O)c1ccc2nc(NC(=O)c3cccc(NS(=O)(=O)c4ccc(F)c(F)c4)c3)sc2c1 | -3%[1.9 µM] | -6% | 0% | 3% | 3% | ? | ? | -3%
CCOc1ccccc1/C=N/NC(=O)CNC(=O)COc1ccccc1 | 0% | -3% | -10% | -4% | nt | 1% | 5% | 6%
CCc1nnc(NC(=O)C(CC)CC)s1 | -2%[10 µM] | -1% | -5% | -12% | -9% | -7% | 0% | nt
COc1ccccc1-c1nc(NCc2cnc(C)cn2)c2ccccc2n1 | -9% | nt | -19% | 6% | 9% | -9% | -5% | nt
COc1cc2oc(=O)c(CC(=O)N3CCCCC3)c(C)c2cc1Cl | nt | 1%[76.3 µM] | -2% | nt | nt | -4% | -3% | nt
Cn1c(=O)c2[nH]c(=O)cnc2n(C)c1=S | -8%[10 µM] | -3% | ? | 12% | 9% | -5% | -5% | -1%
CC(C)CN1CCN(Cc2nc(C(C)C)cs2)CC1CCO (stereo unspecified) | -8% | 7% | -14% | -2% | 1% | -1% | 8% | -1%
COC(=O)CCc1c(C)c(C(=O)c2cc(F)c(F)c(F)c2F)c2ccccn12 | -48%[inhibitor] | 1% | -7% | -4% | -6% | -23% | 9% | -7%
COc1ccc(/C=N\NC(=O)c2sc(N)nc2C)cc1OC | -1% | 0% | ? | 1% | -8% | -14% | 6% | -19%
O=C(CSc1nc2ccccc2o1)Nc1ccc(Cl)cc1 | -1% | -5% | -13% | 6% | 1% | -25% | -6% | 1%
O=C(NC1CCCCC1)c1cnn2c(C(F)(F)F)cc(-c3ccco3)nc12 | -65%[inhibitor] | -2% | ? | -10% | -10% | -24% | 3% | -3%
O=C(C[n+]1ccc(C(=O)NCc2ccccc2)cc1)c1ccc2c(c1)OCCO2 | -15% | -6% | ? | -3% | -3% | -6% | -3% | -2%
CCOC(=O)N1CCN(c2c(N3CCN(c4ccccc4F)CC3)c(=O)c2=O)CC1 | 0%[10 µM] | 3% | -18% | 0% | -10% | -7% | 5% | nt
Cc1cc(C)nc(/N=C(\N)Nc2ccc([N+](=O)[O-])cc2)n1 | 23%[10 µM] | 15% | -13% | -1% | -10% | -3% | 13% | 1%
CCOC(=O)N1CCN(C(=O)Cn2c(=O)sc3ccccc32)CC1 | -33% | 11% | -14% | 8% | -7% | -11% | -3% | 6%
CCOC(=O)C(C(=O)OCC)=C1OC(=O)c2ccccc21 | -3% | 10% | 0% | -1% | 1% | 7% | 0% | -4%
COc1ccc(S(=O)(=O)N2CCOCC2)cc1NC(=O)CSc1ncnc2ccccc12 | 30% | -12% | ? | -3% | 6% | -22% | -9% | -5%
O=[N+]([O-])c1ccc(N2CCN(Cc3ccccc3)CC2)nc1 | -22% | -7% | ? | -13% | -1% | -8% | -7% | -4%
CS(=O)(=O)NCCSCc1ccccc1 | 11% | -12% | -2% | 9% | -2% | -7% | 1% | -6%
O=C(NCCCCc1ccccc1)C1CC(c2cccc(F)c2)=NO1 (stereo unspecified) | 10%[10 µM] | -6% | -9% | -11% | -8% | -10% | -3% | nt
CN(c1ccc(C(=O)Nc2ccc3c(c2)OCCO3)cc1)S(C)(=O)=O | -73%[inhibitor] | 6% | -15% | -3% | -1% | -7% | 0% | -2%
COc1ccccc1C(=O)OCCCN=C1NS(=O)(=O)c2ccccc21 | 18%[10 µM] | 9% | -6% | -5% | 2% | -9% | -3% | -2%
CCCn1c(-c2ccc(F)cc2)nc2c(NC(C)CN(C)C)nc(C)nc21 (stereo unspecified) | -12% | nt | 2% | 4% | 7% | -5% | -7% | nt
Cc1ccc(NC(=S)NNC(=O)CSc2nc3ccccc3c(=O)n2-c2ccc(C)cc2)cc1 | 20%[10 µM] | -5% | -1% | -3% | -10% | -16% | 0% | -8%
CCC(C)NC(=O)CN1C(=O)NC2(CCc3ccccc3C2)C1=O (stereo unspecified) | -8% | 5% | -3% | 0% | -3% | 2% | -1% | 2%
CC(O)C(NS(=O)(=O)c1ccc(Cl)cc1)C(=O)OCC(=O)N1CCN(c2ccccc2)CC1 (stereo unspecified) | 20%[10 µM] | -9% | -15% | 7% | -1% | -15% | 1% | 7%
CCOC(=O)C1=C(C)NC(=O)C(C#N)C1c1ccncc1 (stereo unspecified) | -26%[0.074 µM] | ? | -1% | -5% | -1% | -2% | 2% | -3%
CCOC(=O)N1CCc2c(sc(NC(=O)CN3CCOCC3)c2C#N)C1 | 1%[10 µM] | 6% | -12% | -18% | 1% | -13% | 3% | nt
